V1R ag counter – activates human V1a receptor in oxytocin agonist counter-screen | P37288 | CHO-V1R cells, Fluo-8 calcium fluorescence, agonist mode; 0% DMSO, 100% 3 nM vasopressin | activation, % at 3 µM | 0.25% of 320,000 active;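 active = activation above the mean activation of all tested compounds plus 3 SD, per screening run, cut at about 20% in these data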;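 also: signal is peak over basal fluorescence ratio across a 100 second FLIPR read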
PfM18AAP inh – blocks P. falciparum M18 aspartyl aminopeptidase; recombinant PfM18AAP, H-Glu-NHMec fluorogenic cleavage; inhibition, % at 7.35 µM; 1.2% of 290,000 active; AID 1822;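 active = inhibition above the campaign mean inhibition over all tested compounds plus 3 SD, cut at about 28% in these data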;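 also: 0% = plate median of test compound wells and 100% = 2 mM ZnCl2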
OXTR ag – activates the human oxytocin receptor; P30559; CHO-OTR cells, Fluo-8 calcium fluorescence; normalized: DMSO 0%, oxytocin 100%; activation, % at 3 µM; 0.32% of 320,000 active;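 active = activation above the mean of all tested compounds plus 3 SD, cutoff set per screening run, cut at about 20% in these data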;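 also: peak over basal fluorescence ratio from a 100 s FLIPR kinetic read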
Target sequence (P30559 whole entry, looked up): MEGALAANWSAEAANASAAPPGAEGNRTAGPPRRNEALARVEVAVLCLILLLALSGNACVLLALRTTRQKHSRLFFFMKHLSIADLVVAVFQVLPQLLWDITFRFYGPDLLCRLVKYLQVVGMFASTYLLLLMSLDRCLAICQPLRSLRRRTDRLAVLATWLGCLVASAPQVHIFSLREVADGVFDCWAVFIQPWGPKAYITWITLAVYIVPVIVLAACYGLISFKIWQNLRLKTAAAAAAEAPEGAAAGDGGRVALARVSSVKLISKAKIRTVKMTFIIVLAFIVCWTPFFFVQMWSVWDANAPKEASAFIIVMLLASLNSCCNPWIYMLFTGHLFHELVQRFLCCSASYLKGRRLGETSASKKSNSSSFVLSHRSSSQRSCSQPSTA
NALP1 inh – blocks the NALP1 inflammasome reconstituted in yeast | AID 2071 | S. cerevisiae NALP1/ASC/caspase-1 growth, X-gal OD620, 72 h | inhibition, % at 10 µM | 0.61% of 280,000 active; in the data active = inhibition mostly above about 24%, no sharp cut-off; inactive = mostly below about 32%; also: some compounds called inactive have numbers as strong as hits
GPR7 antag – antagonists of human GPR7 (neuropeptides B/W receptor 1). inhibition, % at 4.4 µM. AID 1861. P48145. GPR7-expressing cells, fluorescence antagonist assay. 1.1% of 290,000 active; in the data active = inhibition above about 16%, passing the limit was not always enough;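 also: cells stimulated with the agonist NPW; 0% = agonist with vehicle and 100% = vehicle without agonist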
Target sequence (P48145 whole entry, looked up): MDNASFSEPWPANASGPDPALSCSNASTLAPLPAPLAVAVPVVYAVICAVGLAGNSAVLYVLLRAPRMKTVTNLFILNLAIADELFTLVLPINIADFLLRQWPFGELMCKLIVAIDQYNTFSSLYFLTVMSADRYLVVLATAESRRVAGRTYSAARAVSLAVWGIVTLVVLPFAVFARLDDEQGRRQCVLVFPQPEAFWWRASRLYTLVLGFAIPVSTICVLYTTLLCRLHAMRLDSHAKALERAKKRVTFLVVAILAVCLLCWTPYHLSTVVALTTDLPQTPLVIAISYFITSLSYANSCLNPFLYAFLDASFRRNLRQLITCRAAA
MEKK2 WT-MEK5 – raises or lowers MEK5 binding to wildtype human MEKK2 PB1 domain. bead flow cytometry, Alexa488-MEK5 binding to MEKK2 WT; actives lie on both sides. 1.1% of 290,000 active. binding response (% of control), % at 10 µM; in the data active = binding response below about 67% or above about 130%
MEKK2mut PB1 HTS – signal of MEK5 binding to mutant human MEKK2 PB1 domain; bead flow cytometry, Alexa488-MEK5 binding to MEKK2 mutant; 0.35% of 290,000 active; AID 1530; percent response, % at 10 µM; in the data active = percent response above about 24%, passing the limit was not always enough; also: inactives centre near 1; some results filed as inactive read as strong as hits
OXTR potentiator – potentiates the human oxytocin receptor response; activation, % at 3 µM; P30559; 0.061% of 320,000 active; AID 2445; CHO-OTR cells, Fluo-8 calcium fluorescence, potentiator mode; 0% = oxytocin EC15, 100% = EC100;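 active = activation above that plate's cutoff, the mean activation of tested compounds plus 3 SD, cut at about 6.6% in these data, passing the limit was not always enough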;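 also: 100% uses oxytocin at 75 nM as the full agonist control; some results filed as inactive read as strong as hits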
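Assay system: CHO cell line stably expressing human OTR. Reagent: EC15 oxytocin agonist. Dosing: single dose, 3.0 µM nominal final compound concentration. Timing: compound 6 min at room temperature before oxytocin, 100 s read. Signal: kinetic Fluo-8 calcium fluorescence. Controls: oxytocin EC15 low and EC100 high.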
GalR3 antagonist – human GalR3 antagonism. O60755. HEK293 GalR3-CNG cAMP membrane potential fluorescence; galR3 body fused to GalR1 C-terminus. inhibition, % at 3 µM. 0.44% of 360,000 active;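 active = inhibition above the screen-wide average plus 3 SD, cut at about 13% in these data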;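 also: forskolin and galanin both at EC90 stimulate the cells; cAMP rise reported by CNG channel membrane potential dye signal; 0% = forskolin plus galanin with DMSO and 100% = forskolin alone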
Target sequence (O60755 1-299 limits assumed): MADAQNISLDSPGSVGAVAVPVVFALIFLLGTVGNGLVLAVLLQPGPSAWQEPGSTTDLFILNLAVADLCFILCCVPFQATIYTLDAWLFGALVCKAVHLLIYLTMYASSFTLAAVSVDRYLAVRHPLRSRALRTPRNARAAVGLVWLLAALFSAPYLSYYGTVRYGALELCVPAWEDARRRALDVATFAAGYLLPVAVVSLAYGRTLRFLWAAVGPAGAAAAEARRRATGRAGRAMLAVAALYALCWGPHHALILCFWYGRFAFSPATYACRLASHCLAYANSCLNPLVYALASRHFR
* marks the source's active call; other numbers are inactive results; nt = not tested or not shown.

SMILES | V1R ag counter | PfM18AAP inh | OXTR ag | NALP1 inh | GPR7 antag | MEKK2 WT-MEK5 | MEKK2mut PB1 HTS | OXTR potentiator | GalR3 antagonist
Cc1nn(C(C)C(=O)NCCCc2ccccc2)c(=O)c2cc3occc3n12 (configuration not stated) | -1.3 | -8 | -2.8 | 16 | 6 | 95 | -7 | -11 | -2
O=C(Nc1ccc(C(=O)NCCCN2CCN(c3ccccc3)CC2)cc1)C1=CSCCO1 | 8.4 | -1 | 13 | -7 | 15 | 127 | 21 | -11 | -9
Cc1cc(C)c(S(=O)(=O)N(C)CC(N)=O)c(C)c1 | 0.1 | 1 | 0.1 | 14 | -3 | 104 | 6 | 4 | 3
CCn1cc(C(=O)NC2CCC(C)CC2)c(=O)c2cc(S(=O)(=O)N3CCCCC3)ccc21 (configuration not stated) | 0.9 | -9 | 0.4 | 17 | 6 | 105 | -3 | 1 | nt
O=C1c2oc3ccccc3c(=O)c2C(c2ccc(O)cc2)N1c1nccs1 (configuration not stated) | -0.5 | 3 | 0.8 | 36 | -6 | 103 | 5 | -7 | -7
CC(C(=O)NCC1(c2ccccc2)CCCC1)N1CCCC1 (configuration not stated) | 0.0 | 9 | -0.6 | -6 | 0 | 96 | -5 | 1 | 0
CC(C)c1nnc(NC(=O)c2cc3ccccc3o2)s1 | -0.4 | 0 | -0.3 | -4 | 19 | 99 | -3 | -7 | -9
C[C@H](CO)N1C[C@H](C)[C@@H](CN(C)S(=O)(=O)c2ccc(F)cc2)Oc2ccc(NS(=O)(=O)c3cccs3)cc2C1=O | -0.2 | nt | -1.6 | nt | nt | nt | nt | -8 | 4
CN(CC(=O)Nc1ccc(Cl)c(C(F)(F)F)c1)C(=O)c1cc(=O)[nH]c2ccccc12 | -0.1 | nt | -0.5 | nt | nt | nt | nt | 1 | -2
Cc1ccccc1NC(=S)C1=C(O)c2sccc2N(C)S1(=O)=O | 0.7 | 33* | 0.2 | 32 | -16 | 104 | 2 | -3 | -4
O=C(c1ccc(Cl)cc1)c1c[nH]c(C(=O)NNc2cccc(Cl)n2)c1 | 0.9 | 51* | 0.2 | 2 | 1 | 100 | -4 | -29 | -6
CNC(=S)NNC(=O)COc1cccc(C)c1C | -0.6 | 4 | 0.1 | -88 | -4 | 105 | 2 | -17 | -2
O=C(CCc1ccc(Oc2cc([N+](=O)[O-])cc([N+](=O)[O-])c2)cc1)Nc1cccc(Cl)c1 | 0.9 | 0 | 0.7 | 13 | 1 | 111 | 2 | -6 | -3
Cc1cc(C)cc(OCC(=O)Nc2ccc3c(c2)OCO3)c1 | -0.5 | -4 | -2.4 | 20 | 2 | 96 | -2 | -7 | -7
CC1CCN(c2ccccc2NC(=O)c2ccc(N3CCOCC3)c([N+](=O)[O-])c2)CC1 | 0.6 | 7 | 0.2 | 48 | -13 | 87 | -9 | 9 | -5
COc1cc(C(=O)NCCC(=O)NC2CCCCCCC2)cc(OC)c1OC | -0.5 | 3 | 0.1 | 4 | 4 | 100 | 2 | -3 | -7
Cc1ccc2nc3c(cc(C(=O)NCCc4ccccc4)c(=N)n3CC3CCCO3)c(=O)n2c1 (configuration not stated) | 0.8 | 8 | -0.5 | -3 | -18 | 103 | 2 | -3 | -9
CC(C)NCC(O)c1cc(O)cc(O)c1 (configuration not stated) | -0.2 | nt | -0.4 | -3 | nt | 95 | 1 | -11 | 78*
COc1ccc(S(=O)(=O)NCc2ccccn2)cc1NC(=O)c1ccc(C)cc1 | -0.1 | nt | -2.5 | nt | nt | nt | nt | 2 | -5
CCC1=NN2C(=N)/C(=C/c3cc(C)n(-c4ccccc4)c3C)C(=O)N=C2S1 | 2.0 | -3 | -0.7 | 39 | -6 | 98 | -2 | -12 | -4
COc1ccc(C=NNc2ccc([N+](=O)[O-])cc2S(=O)(=O)Nc2ccccc2C(=O)O)cc1OC | 0.0 | nt | -0.7 | nt | nt | nt | nt | -8 | -4
Cc1ccccc1CS(=O)(=O)c1ncc(Cl)c(C(=O)Nc2ccc(F)cc2)n1 | 0.5 | -72 | -0.3 | 15 | 16 | 102 | 1 | -10 | -2
Cc1ccc(C2=NN=C(NC(=O)CSc3nncn3C)SC2)cc1 | -0.6 | 54* | -0.6 | 7 | 15 | 102 | -3 | -17 | -1
O=C(CC(C(=O)N1CCc2ccccc21)n1ccnc1)N1CCc2ccccc2C1 (configuration not stated) | -0.6 | 5 | -1.1 | -6 | -6 | nt | nt | 0 | -5
CN1C(=O)S/C(=C\c2ccccc2OCc2ccc(C(=O)O)cc2)C1=O | 2.0 | -1 | 2.2 | 4 | -6 | 86 | -8 | 7 | -5
N#Cc1c(NC2CCCCC2)nc(-c2ccco2)c2c1CCCC2 | 0.7 | -1 | 0.9 | 6 | -5 | 103 | -1 | -3 | nt
NC(=O)CCN1CCN(CCOC2Cc3cc(Cl)ccc3Sc3ccccc32)CC1 (configuration not stated) | 2.7 | 2 | 4.9 | 22 | 7 | 97 | -1 | -7 | -13
Cc1cccc(NC(=O)/C(C#N)=C\c2cccnc2)c1 | -0.2 | 4 | 0.2 | 47 | -1 | 100 | 3 | 1 | -3
CC1CCN(c2nc3nonc3nc2N2CCC(C)CC2)CC1 | -1.9 | -1 | -1.7 | 0 | -3 | 97 | -5 | 3 | -6
Cc1c(Cl)cccc1NC(=S)N/N=C/c1ccccc1Cl | -0.3 | 0 | -1.7 | nt | -12 | 106 | 2 | -4 | nt
Cc1ccc(C(=O)c2cc([N+](=O)[O-])ccc2N2CCCCC2)cc1C | -0.2 | 3 | 0.0 | 28 | 9 | 104 | -1 | -4 | 1
COc1ccc(C2/C=C\CN(C(=O)Oc3ccccc3)CC(=O)N2Cc2ccc(F)cc2)cc1 (configuration not stated) | nt | nt | nt | 8 | nt | 74 | 1 | nt | -3
N#Cc1nc(-c2ccc(Cl)cc2)oc1NCc1cccc2c1OCO2 | -0.7 | -5 | -0.2 | 11 | 8 | 101 | 3 | -10 | -7
CCNC(=S)N1CCC(Cc2ccccc2)CC1 | -0.4 | -1 | -0.3 | 3 | -1 | 103 | 3 | -5 | 0
O=C(CCNS(=O)(=O)c1cccc2nonc12)Nc1ccc(Cl)cc1 | 3.2 | -1 | 2.4 | 8 | -2 | 103 | 4 | -5 | -9
CC(=O)N1CCC(=O)Nc2ccc([N+](=O)[O-])cc21 | -0.8 | 1 | -0.2 | -20 | 0 | 98 | -5 | -8 | -4
Cc1ccc(NC(=O)/C=C/c2ccc3c(c2)OCO3)nc1 | 0.2 | 7 | -1.0 | 11 | 8 | 104 | 2 | -2 | -5
CC1(c2nnc(-c3ccc(Cl)cc3)o2)CC(c2cccnc2)=NO1 (configuration not stated) | 4.4 | nt | 0.4 | nt | nt | 102 | 3 | -4 | -6
O=C(NCCSCc1ccccc1)c1ccc(Cl)c(S(=O)(=O)N2CCOCC2)c1 | 3.3 | -2 | 0.6 | -4 | 3 | 102 | -1 | -9 | -7
Cc1ccc(SC[C@H](Cc2ccccc2)N2CCN(CC(C)C)CCC2=O)cc1 | -1.5 | nt | -2.5 | nt | nt | 96 | 3 | -4 | -8
Cc1ccc(-n2c(SCC(=O)NCCN3C(=O)CSC3=O)nnc2-c2ccccc2)cc1C | 0.3 | 2 | -0.6 | 21 | -5 | 121 | 26 | 2 | -4
O=C(O)/C=C\C(=O)Nc1ccc(Oc2ccc(Br)cc2)cc1 | 1.0 | 1 | 0.8 | -3 | -8 | 109 | 4 | -14 | -7
CCOC(=O)N1CCC(NS(=O)(=O)c2cc3c(cc2Cl)NC(=O)CO3)CC1 | 0.2 | -12 | -0.3 | 34 | -5 | 113 | 4 | 0 | -3
CCn1c2ccccc2c2cc(N)ccc21 | 0.2 | -1 | 0.7 | -4 | -6 | 103 | 6 | -3 | 1
CCOC(=O)C(Cc1cc(C(C)=O)ccc1OC(C)C)C(=O)OCC | -1.5 | -2 | -1.8 | -14 | -2 | 99 | -2 | -5 | -2
Cc1ccc(-n2c(SCC3CNC(=O)O3)nnc2-c2ccccc2)cc1C (configuration not stated) | -0.6 | 2 | -1.9 | 28 | -8 | 92 | -2 | -4 | nt
O=C(NCCCCc1ccccc1)c1ccc(F)cc1 | -0.5 | nt | -3.0 | nt | nt | nt | nt | -6 | -4
COc1ccc(CNC(=O)COC(=O)CN2C(=O)C3CC=CCC3C2=O)cc1 (configuration not stated) | 0.8 | nt | 0.9 | nt | nt | nt | nt | 1 | -3

Entries of single compounds from above. Screens in order: V1R ag counter, PfM18AAP inh, OXTR ag, NALP1 inh, GPR7 antag, MEKK2 WT-MEK5, MEKK2mut PB1 HTS, OXTR potentiator, GalR3 antagonist
O=C(O)/C=C\C(=O)Nc1ccc(Oc2ccc(Br)cc2)cc1 reads 1.0, 1, 0.8, -3, -8, 109, 4, -14, -7
O=C(NCCSCc1ccccc1)c1ccc(Cl)c(S(=O)(=O)N2CCOCC2)c1 reads 3.3, -2, 0.6, -4, 3, 102, -1, -9, -7

Continuation:
SMILES | V1R ag counter | PfM18AAP inh | OXTR ag | NALP1 inh | GPR7 antag | MEKK2 WT-MEK5 | MEKK2mut PB1 HTS | OXTR potentiator | GalR3 antagonist
COc1ccc2c(CC(=O)NNC(=O)c3ccc(C)cc3)coc2c1 | 0.8 | nt | 0.3 | nt | nt | nt | nt | -1 | -6
Cc1ccc(-c2cccc(C3CC=CC4C3C(=O)N(Cc3ccccc3)C4c3ccc4ccccc4c3)c2)cc1 (configuration not stated) | -1.1 | nt | -0.8 | -5 | nt | 97 | -3 | -2 | -1
N=C1c2ccccc2CN1c1ccc(S(=O)(=O)N2CCCCC2)cc1 | 2.2 | 2 | 1.2 | 0 | 5 | nt | nt | -1 | -6
CC(OC(=O)Cn1cc(C(F)(F)F)ccc1=O)C(=O)N(C)c1ccccc1 (configuration not stated) | -0.6 | nt | 0.6 | nt | nt | nt | nt | -4 | -7
O=C(COc1ncnc2c(Cl)cc(Cl)cc12)Nc1cc([N+](=O)[O-])ccc1Cl | -0.3 | -9 | 1.2 | 8 | -5 | 105 | -1 | -4 | 1

Filtered by structure, the compounds so far with an NH in an aromatic ring.
SMILES | V1R ag counter | PfM18AAP inh | OXTR ag | NALP1 inh | GPR7 antag | MEKK2 WT-MEK5 | MEKK2mut PB1 HTS | OXTR potentiator | GalR3 antagonist
CN(CC(=O)Nc1ccc(Cl)c(C(F)(F)F)c1)C(=O)c1cc(=O)[nH]c2ccccc12 | -0.1 | nt | -0.5 | nt | nt | nt | nt | 1 | -2
O=C(c1ccc(Cl)cc1)c1c[nH]c(C(=O)NNc2cccc(Cl)n2)c1 | 0.9 | 51* | 0.2 | 2 | 1 | 100 | -4 | -29 | -6

Rewritten tab-delimited: part of the list above.
Compound	V1R ag counter	PfM18AAP inh	OXTR ag	NALP1 inh	GPR7 antag	MEKK2 WT-MEK5	MEKK2mut PB1 HTS	OXTR potentiator	GalR3 antagonist
CC1(c2nnc(-c3ccc(Cl)cc3)o2)CC(c2cccnc2)=NO1 (configuration not stated)	4.4	nt	0.4	nt	nt	102	3	-4	-6
CCOC(=O)C(Cc1cc(C(C)=O)ccc1OC(C)C)C(=O)OCC	-1.5	-2	-1.8	-14	-2	99	-2	-5	-2
Cc1ccc(-n2c(SCC3CNC(=O)O3)nnc2-c2ccccc2)cc1C (configuration not stated)	-0.6	2	-1.9	28	-8	92	-2	-4	nt
O=C(Nc1ccc(C(=O)NCCCN2CCN(c3ccccc3)CC2)cc1)C1=CSCCO1	8.4	-1	13	-7	15	127	21	-11	-9

Rows were taken by chance. Share with any hit: about 4.1%.
